# Assay outcomes: PubChem BioAssay, National Center for Advancing Translational Sciences (NCATS)
# TRHR ag: TRH receptor (human) agonism | 0.18% of 360,000 active | activation, % at 2 µM | P34981 | AID 493084 | TRHR cells, calcium flux fluo-8, FDSS agonist mode; in the data active means activation above about 30%; further: 0% is about no effect
# Target sequence (P34981 whole entry, looked up): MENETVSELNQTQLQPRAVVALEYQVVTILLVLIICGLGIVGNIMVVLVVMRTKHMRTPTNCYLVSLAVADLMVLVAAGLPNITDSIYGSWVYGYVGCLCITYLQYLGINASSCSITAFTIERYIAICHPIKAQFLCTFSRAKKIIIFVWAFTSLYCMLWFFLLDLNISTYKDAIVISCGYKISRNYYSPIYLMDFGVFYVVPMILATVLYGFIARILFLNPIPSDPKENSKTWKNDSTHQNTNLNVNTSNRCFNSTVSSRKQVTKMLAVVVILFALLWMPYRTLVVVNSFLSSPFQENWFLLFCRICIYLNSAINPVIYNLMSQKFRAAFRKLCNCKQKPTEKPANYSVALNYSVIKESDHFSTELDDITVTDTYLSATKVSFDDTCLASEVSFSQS
#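 Read-out: compound-evoked intracellular calcium rise in TRHR cells, fluo-8 dye, kinetic FDSS fluorescence at 1 s/cycle following a 10-cycle baseline. Cells cultured overnight before dye loading (30 min–1.5 h, RT).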
# Anesthetic bind: candidate novel general anesthetic via apoferritin binding | P02791 | apoferritin/1-aminoanthracene competitive binding, fluorescence | Potency, µM (doses to about 77.5 µM), for the others: at the highest dose activity change, negative = displacement, usual class: inhibitors | 0.074% of 350,000 active; further: potency means the concentration at half of the fitted maximal effect; on the % scale 0 is the no-effect control and ±100 the full control effect; nearly all actives have a fitted effect of over 20% in size
# Target sequence (P02791 2-175 limits assumed): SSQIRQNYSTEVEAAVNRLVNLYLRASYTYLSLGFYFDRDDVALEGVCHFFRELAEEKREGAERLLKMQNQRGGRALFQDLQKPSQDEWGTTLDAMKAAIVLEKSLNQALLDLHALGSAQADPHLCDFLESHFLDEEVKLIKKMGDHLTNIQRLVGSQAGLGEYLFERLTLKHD
#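 Concentration-response curves derived by four-parameter Hill fitting of normalized fluorescence, where compounds displaced 1-AMA from 10 uM horse apoferritin following a brief 10 min room-temperature incubation; propofol titration acted as positive control.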
# BLM inh: inhibitors of human Bloom syndrome helicase BLM; Potency, µM (top dose mostly 56.1 µM), for the others: top-dose activity change, negative = inhibition, actives largely listed as inhibitors; recombinant BLM DNA unwinding, fluorescence dequenching; P54132; 0.2% of 350,000 active;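 further: potency means the concentration at half of the fitted maximal effect; plate controls were vehicle for no effect and no enzyme for full effect; nearly all actives have a fitted effect of over 35% in size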
# ALOX12 inh: blocks human arachidonate 12S-lipoxygenase | 1.1% of 580,000 active | Potency, µM (doses to about 108 µM), inactives show at the highest dose activity change, negative = inhibition, hits mostly inhibitors | AID 1671190 | purified 12hLO, xylenol orange hydroperoxide absorbance; further: potency means the concentration at half of the fitted maximal effect; on the % scale 0 is the no-effect control and ±100 the full control effect
#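 Purified human 12hLO (150 nM final) in 25 mM Hepes, 0.01% Triton X-100, pH 7.0 was preincubated 15 min at room temperature with compound. Then 40 uM arachidonic acid was added, 30 min. Hydroperoxide was read by Fe-XO absorbance ratio 573/405 nm.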
# APE1 inh: inhibitors of human APE1 endonuclease; P27695; recombinant APE1, TAMRA/BHQ-2 abasic DNA cleavage fluorescence; Potency, µM (highest dose often 65.8 µM), without a hit: top-dose activity change, negative = inhibition, hits mostly inhibitors; 0.35% of 350,000 active;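 further: potency means the concentration at half of the fitted maximal effect; plate controls were vehicle for no effect and reference inhibitor for full effect; nearly all actives have a fitted effect of over 55% in size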
#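 Compound pre-exposure to 0.75 nM APE1, 15 min at ambient temperature. Reaction initiated with 50 nM TAMRA/BHQ-2 THF substrate, read immediately in kinetic mode, 525 nm excitation, 598 nm emission.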
# ERG Ets-DNA blk: blocks human ERG Ets domain binding to DNA. 0.028% of 370,000 active. fluorescence polarization, His-ERG Ets domain / labelled DNA. Potency, µM (titrated, usually from 76.9 µM), without a hit: top-dose FP activity, negative = inhibition, actives largely listed as inhibitors; active means well fitted inhibition curve with a large enough effect in the polarisation, with a control signal flat; inconclusive means small, poorly fitted or top-dose-only effect, or effect the other way, or a change in a side signal; inactive means no such curve, though single readings can be large or run the other way; the % refers to the polarisation;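 further: polarization taken with two DNA probes labelled with fluorescein and Texas red; potency means the concentration at half of the fitted maximal effect; % of control where 0% means no effect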
# Target sequence (P11308 whole entry, looked up, the tested form may be a part): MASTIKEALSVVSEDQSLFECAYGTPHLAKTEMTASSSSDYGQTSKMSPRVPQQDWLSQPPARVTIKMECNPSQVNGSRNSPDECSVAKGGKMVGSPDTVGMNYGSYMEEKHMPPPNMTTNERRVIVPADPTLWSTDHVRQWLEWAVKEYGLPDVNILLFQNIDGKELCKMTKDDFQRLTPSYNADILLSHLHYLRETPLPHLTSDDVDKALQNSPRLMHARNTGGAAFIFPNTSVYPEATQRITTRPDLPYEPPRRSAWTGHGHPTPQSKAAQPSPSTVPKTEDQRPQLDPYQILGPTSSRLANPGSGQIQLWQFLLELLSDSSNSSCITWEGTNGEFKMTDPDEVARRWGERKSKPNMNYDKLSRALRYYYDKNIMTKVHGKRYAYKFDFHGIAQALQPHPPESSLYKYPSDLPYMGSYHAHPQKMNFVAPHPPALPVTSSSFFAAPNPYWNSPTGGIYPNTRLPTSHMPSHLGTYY
#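 His-tagged ERG Ets domain (1 uM in the protein solution; 300mM KCl, 50mM Tris-HCl, 1mM EDTA, 1mM DTT, pH 7.5) received compound, then a probe mix of 5 nM fluorescein-DNA and 100nM Texas-615-DNA. Fluorescence polarization was read for both dyes.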
# Pol kappa inh: DNA polymerase kappa (human) inhibition; purified Pol kappa, fluorescent DNA synthesis assay, 10 min; Potency, µM (top dose mostly 107 µM), for the others: at the highest dose activity, negative = inhibition, actives largely listed as inhibitors; 0.53% of 400,000 active; further: potency means the concentration at half of the fitted maximal effect; on the % scale 0 is the no-effect control and ±100 the full control effect
#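 Inhibition of 10 nM Pol kappa is measured by a fluorescent read-out at 0 and 10 min following addition of 50 nM substrate (final), with a 15-min room-temperature compound preincubation.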
# Pol beta inh: DNA polymerase beta (human) inhibition. P06746. Pol beta primer extension/strand displacement, fluorescence kinetic. Potency, µM (doses to about 114 µM), for the others: top-dose activity change, negative = inhibition, most hits filed as inhibitors. 1.3% of 340,000 active. AID 485314; further: potency means the concentration at half of the fitted maximal effect; on the % scale 0 is the no-effect control and ±100 the full control effect
#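 Kinetic readout of DNA synthesis with strand displacement by Pol beta. Compound and 10 nM enzyme sit 15 min at room temperature; 50 nM substrate starts the reaction, read immediately and at 10 min.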
# Pol iota inh: DNA polymerase iota (human) inhibition. Potency, µM (doses to about 115 µM), inactives show at the top dose activity, negative = inhibition, usual class: inhibitors. AID 588590. Q9UNA4. 1% of 390,000 active. Pol iota fluorescent replication assay, 10 min; further: potency means the concentration at half of the fitted maximal effect
#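 Fluorescent replication assay read twice, at 0 min and 10 min after adding 50 nM (final) substrate. Enzyme (10 nM) and compounds were first incubated 15 min at room temperature; enzyme-free buffer wells were negative controls.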
# * = called active by the depositor; u = inconclusive; x = no result given; & = joins results of further samples; [ ] = another dose, or the depositor's remark. Unless noted, the call rests on the fitted dose curve; in most records, active means well fitted curve in the direction sought with a large enough effect; inconclusive means small, poorly fitted or top-dose-only effect, or another doubt; inactive means no such curve, though single readings can be large; an effect the other way counts as inactive or inconclusive. A portion of the library; count on the stated rates, not on these rows.
molecule	TRHR ag	Anesthetic bind	BLM inh	ALOX12 inh	APE1 inh	ERG Ets-DNA blk	Pol kappa inh	Pol beta inh	Pol iota inh
O=C(Cn1nnc(-c2ccccc2)n1)Nc1ccc2c(c1)OCO2	0.4	-8%	0%	69%[activator]	2%	2%	-1%	6%	18%
O=c1[nH]c2cc3c(cc2cc1CN(CCc1ccccc1)Cc1nnnn1C1CCCC1)OCCO3	1.1	153%[activator]	-4%	x	1%	x	x	u	x
CC(=O)c1cccc(NC(=S)Nc2ccc(F)cc2)c1	0.5	-3%	-2%	0%	10%	11%	-6%	36%	2%
CCOC(=O)c1cccc(NC(=O)N2CCC(CN3CCc4ccccc4C3)CC2)c1	-0.8	-7%	2%	u	x	4%	-6%	-1%	20%
N#CC1=C(N)Oc2cc(O)ccc2C1c1ccncc1 (stereo not drawn)	1.1	4%	1%	0%	1%	-5%	-13%	3%	7%
Clc1ccc(/C=C/c2ncc3ccccn23)cc1	1.0	u	-11%	-22%	5%	7%	-6%	1%	107%[activator]
CCOC(=O)c1nc(NCc2cccc(OC)c2)c2ccccc2n1	-0.6	-9%	2%	-18%&-9%	-5%	-2%	1%	21%	4%
Cn1c(SCC(=O)N2CCN(C(=O)c3ccco3)CC2)nnc1-c1ccc(NS(C)(=O)=O)cc1	1.2	-4%	-1%	4%	-1%	u	3%	-18%	25%
Fc1cccc(Cc2noc(CN3CCCCC3CCc3ccccn3)n2)c1 (stereo not drawn)	0.6	-11%	-1%	10%	-7%	7%	-7%	36%	47%[activator]
COc1ccccc1-c1nnc(NC(=O)C(C)SC2=NCCS2)s1 (stereo not drawn)	1.2	-17%	-2%	13%	-8%	-13%	-9%	9%	9%
CN(C)C1=NCCN1CCc1ccc(F)cc1	0.1	x	x	-1%	21%	-9%	-4%	x	61%[activator]
O=C(COC(=O)c1ccc(S(=O)(=O)N2CCCC2)cc1)Nc1ccc(F)cc1F	0.1	-4%	-2%	12%	-8%	6%	-6%	1%	27%
CCC(=O)NC(C)C(c1cccs1)N1CCN(Cc2ccccc2)CC1 (stereo not drawn)	0.4	-2%	-3%	0%	-6%	18%	-5%	3%	13%
CCOC(=O)c1csc(N)c1-c1ccc([N+](=O)[O-])cc1	0.1	-1%	-7%	u	-7%	-5%	-12%	-1%	8%
COc1ccc2ccccc2c1/C=N/NC(=O)c1ccc([N+](=O)[O-])cc1	-0.8	-7%	-4%	-4%	33%	2%	-12%	26%	126%[activator]
COc1ccc(NS(=O)(=O)c2ccc(C)c(C(=O)N(C)CCc3ccc(OC)c(OC)c3)c2)cc1	-0.2	x	x	-16%	21%	4%	-3%	x	24%
COc1ccc(CC2(CO)CCN(CC3=Cc4cc(Cl)ccc4OC3)CC2)cc1	0.2	-11%	-6%	u	8%	-6%	-8%	1%	0%
O=C(CCCc1ccccc1)c1ccccc1	1.1	-4%	-8%	-12%	38%	-9%	-3%	-16%	120%[activator]
COc1ccc(-c2nnc(COc3ccc4ccccc4c3)o2)cc1OC	0.4	62%[activator]	-7%	0%	-8%	10%	-16%	u	2%
CCO[C@@H]1OC(C(=O)N2CCN(Cc3ccccc3)CC2)=C[C@H](c2cn(C(C)=O)c3ccccc23)[C@H]1CCCO	-0.5	-21%	-2%	17%	-3%	13%	15%	-22%	31%
C/C(=N\NC(=S)NCc1ccccc1)c1ccc(Br)cc1	0.6	15%	-9%	u	10%	1%	-12%	-26%	100%[activator]
CCCN(CC(=O)Nc1ccccc1OC)C(=O)c1cnc(Cl)c(Cl)c1	-1.1	-11%	1%	-1%	23%	-4%	7%	18%	43%[activator]
CCCCSc1nc(C)c(C(C)=O)cc1C#N	-0.3	u	-3%	14%	-3%	-1%	-19%	-25%	-6%
CC1=NN(c2nc(N)nc(/C(C#N)=C/c3ccc([N+](=O)[O-])o3)n2)C(C)(C)C1	x	x	x	-8%	x	55%[activator]	-29%	x	u
COc1cccc(N2CCN(c3ccc(S(=O)(=O)N4CCN(C)CC4)cc3[N+](=O)[O-])CC2)c1	x	x	x	u	34%	9%	-9%	x	76%[activator]
Cc1onc(-c2c(F)cccc2Cl)c1C(=O)NCC1COc2ccccc2O1 (stereo not drawn)	-0.2	-18%	-3%	-1%	0%	5%	-13%	25%	8%
COc1ccc(O)c(C2(O)C(=O)c3ccccc3C2=O)c1	0.7	-6%	-2%	-8%	2%	-17%	-12%	-2%	5%
CCC(=O)Nc1ccc(C(=O)CSc2nc3ccccc3cc2CC)cc1	2.5	-3%	-5%	18%	-11%	x	-3%	-19%	13%
O=C(c1cc2ccccc2oc1=O)N(Cc1ccc(F)cc1)C1CCS(=O)(=O)C1 (stereo not drawn)	0.3	4%	-2%	-5%	14%	-4%	-14%	26%	14%
CCOc1ccc(C2CC(=O)NC3=C2C(=O)CCC3)cc1 (stereo not drawn)	0.5	-8%	-2%	0%	-1%	3%	-14%	20%	5%
CCn1cc(C(=O)O)c(=O)c2cc(F)c(N3CCN(C(=S)NC(=O)c4ccccc4F)CC3)cc21	0.5	0%	-3%	11%	-5%	-2%	-9%	11%	-14%
O=C(COC(=O)/C=C/c1ccc(Cl)cc1)Nc1ccc2[nH]c(=O)[nH]c2c1	-0.3	x	x	u	12%	1%	-3%	x	23%
COc1ccc(-n2c(SCC(=O)Nc3nccs3)nc3sc4c(c3c2=O)CCN(C)C4)cc1	-0.3	u	-2%	-14%	-4%	-4%	4%	17%	u
Cc1ccc(-n2nnnc2CN2CCCCC2)cc1	0.0	-4%	1%	-9%	-2%	0%	-5%	4%	41%[activator]
CCC1=C(C)CN(C(=O)NCCc2ccc(S(=O)(=O)NC(=O)NC3CCC(C)CC3)cc2)C1=O (stereo not drawn)	x	-3%[29.3 µM]	5%	u	-5%	-10%	-18%	x	19%
CCc1c(C(=O)Nc2nnc(C3CC3)s2)csc1C	0.3	6%	-2%	-19%	-4%	-5%	2%	-12%	-9%[58.9 µM]
COC(=O)C1=C(CS(=O)(=O)c2ccc(OC)c(OC)c2)NC(=O)NC1c1ccc(O)c(OC)c1 (stereo not drawn)	1.0	-3%	3%	-12%	53%	0%	-2%	3%	22%
COc1ccc(S(=O)(=O)N2CCCCC2)cc1NC(=O)Cc1cccs1	0.2	x	x	21%	-11%	20%	-18%	x	-9%
Cn1c(Cc2cccs2)nnc1SCC(=O)Nc1ccccc1F	0.5	x	x	5%	16%	11%	-5%	x	33%[activator]
COc1cc(C(=O)NCC2CCCN2S(=O)(=O)c2cccs2)cc(OC)c1OC (stereo not drawn)	0.0	x	x	-17%	-11%	7%	3%	x	25%

# Ordered by heavy-atom count (lowest first): some entries from above.
molecule	TRHR ag	Anesthetic bind	BLM inh	ALOX12 inh	APE1 inh	ERG Ets-DNA blk	Pol kappa inh	Pol beta inh	Pol iota inh
Cn1c(Cc2cccs2)nnc1SCC(=O)Nc1ccccc1F	0.5	x	x	5%	16%	11%	-5%	x	33%[activator]
CCC1=C(C)CN(C(=O)NCCc2ccc(S(=O)(=O)NC(=O)NC3CCC(C)CC3)cc2)C1=O (stereo not drawn)	x	-3%[29.3 µM]	5%	u	-5%	-10%	-18%	x	19%
CCn1cc(C(=O)O)c(=O)c2cc(F)c(N3CCN(C(=S)NC(=O)c4ccccc4F)CC3)cc21	0.5	0%	-3%	11%	-5%	-2%	-9%	11%	-14%

# (more compounds)
molecule	TRHR ag	Anesthetic bind	BLM inh	ALOX12 inh	APE1 inh	ERG Ets-DNA blk	Pol kappa inh	Pol beta inh	Pol iota inh
CC1=C(C(=O)N2CCN(c3ccc(Cl)cc3)CC2)C2(CCC(C)CC2)OC1=O (stereo not drawn)	-0.5	53%[activator]	-13%	u	x	-10%	-8%	-28%	-23%
O=C1CCCC2=C1C(c1ccco1)Nc1ccc3ccccc3c12 (stereo not drawn)	-0.2	43%[activator]	-28%	14%&-10%	14µM*	9%	28µM*	6.3µM*	6.3µM*
CCN(CC)c1c([N+](=O)[O-])c(=O)sc2ccccc12	0.7	4%	6%	-4%	3%	-7%	-2%	-6%	8%
COc1cccc(-c2nc(CS(=O)(=O)CC(=O)NCc3ccccc3)c(C)o2)c1	-0.1	-6%	2%	u	-5%	5%	-2%	-4%	13%
Cc1ccsc1C1C(C(=O)O)c2ccccc2C(=O)N1C (stereo not drawn)	-1.7	0%	-2%	u	-2%	3%	3%	17%	31%[activator]
Cn1c(=O)n(C)c2cc(N3CCCCC3)c(NC(=O)Nc3ccc(Br)cc3)cc21	-0.5	5%	-2%	-17%	x	-3%	-11%	48%	4%
CCOC(=O)N1CCN(C(=O)COC(=O)CSc2ccc([N+](=O)[O-])cc2)CC1	-0.7	x	x	-2%	0%	1%	4%	x	44%[activator]
CN(C(=O)COC(=O)c1ccc(=O)n(Cc2ccccc2)n1)c1ccccc1	0.2	-13%	-5%	u	17%	-3%	9%	60%	-22%
C#CCSc1n[nH]c(-c2ccco2)n1	0.5	1%	-2%	0%	67%[activator]	-9%	7%	-19%	-7%
CC(C)NC(=O)N1[C@H](c2cccs2)[C@@H](C)C(=O)[C@@H](C)[C@@H]1c1cccs1	0.4	1%	-2%	1%	x	0%	-12%	1%	24%
O=C(Cn1cc(S(=O)(=O)N2CCCC2)c(S(=O)(=O)N2CCCC2)c1)Nc1cccc(F)c1	0.2	-5%	3%	u	x	-6%	-2%	14%	15%
O=C(O)CCNS(=O)(=O)c1ccc(Oc2ccccc2)cc1	-0.1	0%	3%	-19%	1%	5%	-2%	-3%	-5%
COc1ccccc1C(CNC(=O)C(CCSC)NC(=O)c1ccccc1Cl)N1CCCC1 (stereo not drawn)	x	x	x	0%	x	2%	2%	x	28%
